pCIP destab: p/CIP-EGFP fusion destabilizers, primary screen, fluorescence, F442A cells | 16 h | decrease of EGFP signal, % at 10 µM | 0.01% of 290,000 active | AID 1984, 2009;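 active = EGFP signal decrease of at least 30% at 10 µM or well 3 SD below plate mean, unless failing retest; inactive = the rest, including hits failing retest or dose response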; note: some compounds called inactive have numbers as strong as hits; many of its hits are not listed in these tables
UBC9 SUMO inh: inhibitors of in vitro SUMOylation cascade, primary screen, biochemical, HTRF, uHTS; HTRF SUMOylation assay, SAE1/SAE2 + UBC9; inhibition, % at 35 µM; 0.36% of 290,000 active; AID 2006, 2009; in the data active = inhibition above about 50%, passing the limit was not always enough; note: strong numbers were not always called active
MEKK3 PB1 HTS: modulators of MEKK3-MEK5 PB1 binding, primary screen, biochemical, wildtype MEKK3, multiplex bead flow cytometry, Alexa488-MEK5. bead-based flow cytometry, Alexa488-MEK5 binding to MEKK3; actives lie on both sides; 0 = blocked by unlabeled MEK5, 100 = vehicle. binding response (% of control), % at 10 µM. 1.4% of 290,000 active. Mitogen-activated protein kinase kinase kinase 3 (Homo sapiens), Q99759;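 active = binding response more than 3 SD above or below the average of its plate-row segment, actives on both sides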;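 note: Alexa488 bead fluorescence after subtracting the streptavidin-only scavenger bead signal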
IDE cell activ: human IDE activators in live cells, primary screen, fluorescence polarization, HEK cells, FAbeta-B substrate | FAbeta-B cleavage; 0% vehicle, 100% cell-free pure enzyme wells | activation, % at 5.96 µM | 0.073% of 340,000 active;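 active = activation above the mean of all tested compounds plus 3 SD, set per screening campaign, cut at about 17% in these data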
Target sequence (P14735 whole entry, looked up): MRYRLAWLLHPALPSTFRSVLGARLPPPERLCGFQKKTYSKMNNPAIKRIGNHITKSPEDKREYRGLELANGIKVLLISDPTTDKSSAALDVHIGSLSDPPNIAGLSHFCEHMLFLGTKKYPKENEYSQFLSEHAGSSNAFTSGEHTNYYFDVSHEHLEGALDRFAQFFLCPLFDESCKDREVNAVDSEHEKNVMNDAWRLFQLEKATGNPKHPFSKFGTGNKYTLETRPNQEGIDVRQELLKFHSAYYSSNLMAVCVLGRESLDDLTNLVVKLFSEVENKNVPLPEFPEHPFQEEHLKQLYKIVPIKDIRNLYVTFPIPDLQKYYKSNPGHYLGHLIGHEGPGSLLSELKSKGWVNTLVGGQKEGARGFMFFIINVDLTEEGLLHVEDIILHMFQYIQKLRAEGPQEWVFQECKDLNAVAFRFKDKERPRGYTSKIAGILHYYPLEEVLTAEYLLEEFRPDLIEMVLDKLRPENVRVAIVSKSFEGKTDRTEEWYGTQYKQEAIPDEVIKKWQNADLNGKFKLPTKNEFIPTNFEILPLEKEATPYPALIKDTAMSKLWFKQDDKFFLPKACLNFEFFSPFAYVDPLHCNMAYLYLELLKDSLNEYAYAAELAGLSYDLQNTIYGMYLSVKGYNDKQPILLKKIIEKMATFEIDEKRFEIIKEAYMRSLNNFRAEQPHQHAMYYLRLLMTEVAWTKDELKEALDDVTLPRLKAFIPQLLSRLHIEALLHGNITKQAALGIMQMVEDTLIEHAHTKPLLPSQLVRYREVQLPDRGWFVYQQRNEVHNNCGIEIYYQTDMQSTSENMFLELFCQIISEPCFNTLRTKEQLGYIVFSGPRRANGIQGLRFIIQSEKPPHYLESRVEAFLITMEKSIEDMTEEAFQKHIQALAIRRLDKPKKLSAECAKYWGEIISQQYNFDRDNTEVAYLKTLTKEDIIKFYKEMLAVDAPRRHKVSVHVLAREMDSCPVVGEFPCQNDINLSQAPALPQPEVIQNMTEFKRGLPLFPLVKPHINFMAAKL
IDE cell inh: human IDE inhibitors in live cells, primary screen, fluorescence polarization, HEK cells, FAbetaB substrate | 0.41% of 320,000 active | inhibition, % at 5.59 µM | FAbetaB cleavage | Insulin-degrading enzyme (Homo sapiens), P14735;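 active = percent inhibition above the average of all tested compounds plus 3 SD, set per screening campaign, cut at about 16% in these data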;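 note: IDE supplied by intact live HEK cells; FP after avidin binding of uncleaved biotin substrate so inhibition keeps polarization high; 0% = DMSO wells and 100% = 60 µM reference IDE inhibitor Ii1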
MEKK2 WT-MEK5: modulators of MEK5 binding to wildtype MEKK2, primary screen, biochemical, multiplex bead flow cytometry, Alexa488-MEK5; Alexa488-MEK5 binding to MEKK2 WT; actives lie on both sides; binding response (% of control), % at 10 µM; 1.1% of 290,000 active; in the data active = binding response below about 67% or above about 130%
NALP1 yeast inh: NALP1 inflammasome inhibitors in reconstituted yeast, colorimetric, S. cerevisiae, triplicate retest. S. cerevisiae NALP1/ASC/caspase-1 growth, X-gal OD620, 72 h. inhibition, % at 10 µM. 0.61% of 280,000 active; in the data active = inhibition mostly above about 24%, no sharp cut-off; inactive = mostly below about 32%; note: some compounds called inactive have numbers as strong as hits
PfM18AAP inh: PfM18AAP inhibitors, malaria aminopeptidase, primary screen, biochemical, QFRET, recombinant enzyme | 1.2% of 290,000 active | H-Glu-NHMec fluorogenic cleavage | M18 aspartyl aminopeptidase (Plasmodium falciparum 3D7) | inhibition, % at 7.35 µM;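 active = inhibition above the campaign mean inhibition over all tested compounds plus 3 SD, cut at about 28% in these data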;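 note: 0% = plate median of test compound wells and 100% = 2 mM ZnCl2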
MEKK2mut PB1 HTS: MEK5 binding signal on mutant MEKK2 PB1, primary screen, biochemical, multiplex bead flow cytometry, Alexa488-MEK5. 0.35% of 290,000 active. Alexa488-MEK5 binding to MEKK2 mutant. percent response, % at 10 µM. AID 1530, 2009; in the data active = percent response above about 24%, passing the limit was not always enough; note: inactives centre near 1; some results filed as inactive read as strong as hits; reference of the scale not given here
* hit, by the source's call; [ ] = remark or other dose.

`CCC(C)c1ccc(NC(=S)Nc2ccc(OC)c(OC)c2)cc1` (stereo unspecified) gave pCIP destab 3, UBC9 SUMO inh 14, MEKK3 PB1 HTS 105, IDE cell activ 0, IDE cell inh 4, MEKK2 WT-MEK5 108, NALP1 yeast inh 15, PfM18AAP inh 10 and MEKK2mut PB1 HTS -1.
`Cc1ncc([N+](=O)[O-])n1CCOC(=O)NC(NCc1cccnc1)C(Cl)(Cl)Cl` (stereo unspecified) gave pCIP destab -11, UBC9 SUMO inh 0, MEKK3 PB1 HTS 119, IDE cell activ 6, IDE cell inh 5, MEKK2 WT-MEK5 103, NALP1 yeast inh 23, PfM18AAP inh -7 and MEKK2mut PB1 HTS 0.
Screening CCCCn1nc(C(=O)NC2=NCCS2)c2ccccc2c1=O returned pCIP destab -59, UBC9 SUMO inh 5, MEKK3 PB1 HTS 108, IDE cell activ 2, IDE cell inh 5, MEKK2 WT-MEK5 110, NALP1 yeast inh 24, PfM18AAP inh 7 and MEKK2mut PB1 HTS 4.
Screening CC1CCCC(N2CCN(C(=O)c3ccccc3F)CC2)C1 (stereo unspecified) returned pCIP destab -7, UBC9 SUMO inh 8, MEKK3 PB1 HTS 106, IDE cell activ -2, IDE cell inh 5, MEKK2 WT-MEK5 102, NALP1 yeast inh 1, PfM18AAP inh 0 and MEKK2mut PB1 HTS 4.
Screening CCOc1ccccc1-n1nnnc1SCc1nc2ccccc2s1 returned pCIP destab 5, UBC9 SUMO inh -22, IDE cell activ 5, IDE cell inh 3, NALP1 yeast inh 22 and PfM18AAP inh -4.
Screening COc1cc2ccc(=O)oc2cc1OCC(O)C(C)(C)O (stereo unspecified) returned pCIP destab -10, UBC9 SUMO inh 18, MEKK3 PB1 HTS 113, IDE cell activ 3, IDE cell inh 4, MEKK2 WT-MEK5 104, NALP1 yeast inh -12 and MEKK2mut PB1 HTS 5.
`CC(=O)c1ccc(OCc2ccc(Oc3c(Cl)cccc3[N+](=O)[O-])cc2)cc1` gave pCIP destab 0, UBC9 SUMO inh 4, MEKK3 PB1 HTS 110, IDE cell activ 4, IDE cell inh 0, MEKK2 WT-MEK5 104, NALP1 yeast inh 7, PfM18AAP inh 0 and MEKK2mut PB1 HTS 1.
`O=C(c1cc(Cl)ccc1Cl)N1CCN(Cc2ccccc2)CC1` gave pCIP destab 2, UBC9 SUMO inh 4, MEKK3 PB1 HTS 107, IDE cell activ 0, MEKK2 WT-MEK5 109, NALP1 yeast inh 11, PfM18AAP inh -5 and MEKK2mut PB1 HTS 2.
`Cc1nnc(N(Cc2ccccc2)C(=O)c2cnccn2)s1` gave pCIP destab -5, UBC9 SUMO inh 18, MEKK3 PB1 HTS 103, IDE cell activ 7, IDE cell inh -4, MEKK2 WT-MEK5 104, NALP1 yeast inh -11, PfM18AAP inh -2 and MEKK2mut PB1 HTS 1.
CCOC(=O)c1ccc(Nc2ncnc3nc[nH]c23)cc1 was read as pCIP destab -12, UBC9 SUMO inh 12, MEKK3 PB1 HTS 95, IDE cell activ -3, IDE cell inh 2, MEKK2 WT-MEK5 94, NALP1 yeast inh 12, PfM18AAP inh -3 and MEKK2mut PB1 HTS 0.
`Cc1cc(F)ccc1NC(=O)c1cc(S(=O)(=O)N2CCCC2)cn1C` gave pCIP destab -8, UBC9 SUMO inh -7, MEKK3 PB1 HTS 99, IDE cell activ 6, IDE cell inh 0, MEKK2 WT-MEK5 99, NALP1 yeast inh -6, PfM18AAP inh 4 and MEKK2mut PB1 HTS 1.
`COC(=O)c1ccc(-c2ccco2)n1Cc1ccccc1Cl` gave pCIP destab -4, UBC9 SUMO inh -2, MEKK3 PB1 HTS 103, IDE cell activ 4, IDE cell inh 5, MEKK2 WT-MEK5 99, NALP1 yeast inh 6, PfM18AAP inh 5 and MEKK2mut PB1 HTS -1.
`C/C(CC(=O)Nc1ccc(Cl)cn1)=N\NC(=O)Cc1cccs1` gave pCIP destab 4, UBC9 SUMO inh 0, MEKK3 PB1 HTS 108, IDE cell activ -3, IDE cell inh 4, MEKK2 WT-MEK5 108, NALP1 yeast inh -2, PfM18AAP inh 6 and MEKK2mut PB1 HTS 10.
O=C1CC(c2cccc(F)c2)c2c(c3ccccc3[nH]c2=O)O1 (stereo unspecified) was read as pCIP destab -7, UBC9 SUMO inh 19, MEKK3 PB1 HTS 104, IDE cell activ 5, IDE cell inh 0, MEKK2 WT-MEK5 104, NALP1 yeast inh -12, PfM18AAP inh 7 and MEKK2mut PB1 HTS -1.
`COc1cccc(NC(=O)c2ccc[n+](C)c2)c1` gave pCIP destab -4, UBC9 SUMO inh 13, MEKK3 PB1 HTS 100, IDE cell activ 0, IDE cell inh 1, MEKK2 WT-MEK5 102, NALP1 yeast inh 4, PfM18AAP inh 5 and MEKK2mut PB1 HTS 4.
Screening COc1ccc(OCC(O)CNC(=O)Nc2ccc(Cl)cc2)cc1 (stereo unspecified) returned pCIP destab 2, UBC9 SUMO inh -13, MEKK3 PB1 HTS 97, IDE cell activ 1, IDE cell inh 7, MEKK2 WT-MEK5 106, NALP1 yeast inh 23, PfM18AAP inh -6 and MEKK2mut PB1 HTS 8.
Screening Cc1ccc(CSCc2ccc(C(=O)NCC3CCCO3)o2)cc1 (stereo unspecified) returned pCIP destab -7, UBC9 SUMO inh 13, MEKK3 PB1 HTS 104, IDE cell activ 2, IDE cell inh 2, MEKK2 WT-MEK5 109, NALP1 yeast inh 5, PfM18AAP inh 1 and MEKK2mut PB1 HTS 5.
`O=C(CCN1CCN(c2ccccc2F)CC1)Nc1ccccc1Cl` gave pCIP destab 1, UBC9 SUMO inh -14, MEKK3 PB1 HTS 102, IDE cell activ -3, IDE cell inh 2, MEKK2 WT-MEK5 107, NALP1 yeast inh 22, PfM18AAP inh 8 and MEKK2mut PB1 HTS 2.
Screening Cc1c(NC(=S)NC(=O)c2ccco2)cccc1-c1nc2ncccc2o1 returned pCIP destab -3, UBC9 SUMO inh 39, MEKK3 PB1 HTS 81, IDE cell activ -2, IDE cell inh 4, MEKK2 WT-MEK5 78, NALP1 yeast inh 23, PfM18AAP inh -16 and MEKK2mut PB1 HTS -7.
`NC(=O)CSc1nnc(-c2cccnc2)n1Cc1ccccc1` gave pCIP destab -17, UBC9 SUMO inh 21, MEKK3 PB1 HTS 106, IDE cell activ -7, IDE cell inh 2, MEKK2 WT-MEK5 96, NALP1 yeast inh -9, PfM18AAP inh 2 and MEKK2mut PB1 HTS 7.
CCCCNC(=S)NCc1ccc2c(c1)cc(C)n2C was read as pCIP destab -9, UBC9 SUMO inh 7, MEKK3 PB1 HTS 88, IDE cell activ 6, IDE cell inh -2, MEKK2 WT-MEK5 98, NALP1 yeast inh 22, PfM18AAP inh -2 and MEKK2mut PB1 HTS -2.
For C=CCSc1nnc2c(n1)OC(c1cccnc1)N(C(C)=O)c1ccccc1-2 (stereo unspecified) the results were pCIP destab 5, UBC9 SUMO inh 22, MEKK3 PB1 HTS 98, IDE cell activ 6, IDE cell inh -2, MEKK2 WT-MEK5 101, NALP1 yeast inh -7, PfM18AAP inh -10 and MEKK2mut PB1 HTS 0.
For COc1ccccc1C(=O)Oc1ccc2ccc(=O)oc2c1 the results were pCIP destab -9, UBC9 SUMO inh 13, MEKK3 PB1 HTS 97, IDE cell activ 2, IDE cell inh 0, MEKK2 WT-MEK5 96, NALP1 yeast inh 9, PfM18AAP inh 7 and MEKK2mut PB1 HTS 4.
`CC(C)Cn1c(N)c(C(=O)COC(=O)c2cnc(Cl)c(Cl)c2)c(=O)n(C)c1=O` gave pCIP destab -27, UBC9 SUMO inh -20, MEKK3 PB1 HTS 58, IDE cell activ 1, IDE cell inh 4, MEKK2 WT-MEK5 80, NALP1 yeast inh -1, PfM18AAP inh 3 and MEKK2mut PB1 HTS -4.

Reprinted from the results shown for reference:
`C/C(CC(=O)Nc1ccc(Cl)cn1)=N\NC(=O)Cc1cccs1` gave pCIP destab 4, UBC9 SUMO inh 0, MEKK3 PB1 HTS 108, IDE cell activ -3, IDE cell inh 4, MEKK2 WT-MEK5 108, NALP1 yeast inh -2, PfM18AAP inh 6 and MEKK2mut PB1 HTS 10.
O=C1CC(c2cccc(F)c2)c2c(c3ccccc3[nH]c2=O)O1 (stereo unspecified) was read as pCIP destab -7, UBC9 SUMO inh 19, MEKK3 PB1 HTS 104, IDE cell activ 5, IDE cell inh 0, MEKK2 WT-MEK5 104, NALP1 yeast inh -12, PfM18AAP inh 7 and MEKK2mut PB1 HTS -1.
`COc1cccc(NC(=O)c2ccc[n+](C)c2)c1` gave pCIP destab -4, UBC9 SUMO inh 13, MEKK3 PB1 HTS 100, IDE cell activ 0, IDE cell inh 1, MEKK2 WT-MEK5 102, NALP1 yeast inh 4, PfM18AAP inh 5 and MEKK2mut PB1 HTS 4.

Later entries.
Screening O=C1c2ccccc2NC2(CCCCC2)N1N=C1CCCCC1 returned pCIP destab -11, UBC9 SUMO inh 20, MEKK3 PB1 HTS 75*[inhibitor], IDE cell activ 2, IDE cell inh 5, MEKK2 WT-MEK5 90, NALP1 yeast inh 12, PfM18AAP inh -5 and MEKK2mut PB1 HTS -1.
For O=C(COC(=O)c1cccc(Oc2ccccc2)c1)NCc1ccco1 the results were pCIP destab -7, UBC9 SUMO inh 10, MEKK3 PB1 HTS 103, IDE cell activ 3, IDE cell inh 5, MEKK2 WT-MEK5 102, NALP1 yeast inh 4, PfM18AAP inh 1 and MEKK2mut PB1 HTS 2.
Screening COc1cccc(C(=O)Nc2cccnc2)c1OC returned pCIP destab -4, UBC9 SUMO inh 16, MEKK3 PB1 HTS 100, IDE cell activ -4, IDE cell inh -2, MEKK2 WT-MEK5 99, NALP1 yeast inh -7, PfM18AAP inh 4 and MEKK2mut PB1 HTS 2.
`O=C(Oc1cccc2cccnc12)c1cccc(-n2cnnn2)c1` gave pCIP destab 4, UBC9 SUMO inh 0, MEKK3 PB1 HTS 103, IDE cell activ 5, IDE cell inh 4, MEKK2 WT-MEK5 103, NALP1 yeast inh 18, PfM18AAP inh -2 and MEKK2mut PB1 HTS 3.
For CCc1cc2c(NCC3CCCO3)ncnc2s1 (stereo unspecified) the results were pCIP destab -5, UBC9 SUMO inh 5, MEKK3 PB1 HTS 107, IDE cell activ 5, IDE cell inh 1, MEKK2 WT-MEK5 103, NALP1 yeast inh 25, PfM18AAP inh -19 and MEKK2mut PB1 HTS 1.
For CN(c1ccc(O)cc1)S(=O)(=O)c1ccc2ccccc2c1 the results were pCIP destab -14, UBC9 SUMO inh 0, MEKK3 PB1 HTS 90, IDE cell activ -3, IDE cell inh 4, MEKK2 WT-MEK5 90, NALP1 yeast inh 18, PfM18AAP inh -1 and MEKK2mut PB1 HTS -10.
Cc1cccc(NC(=O)c2nc[nH]c2C(=O)Nc2cccc(C)c2)c1 was read as pCIP destab 1, UBC9 SUMO inh 20, MEKK3 PB1 HTS 97, IDE cell activ 5, IDE cell inh -6, MEKK2 WT-MEK5 81, NALP1 yeast inh 12, PfM18AAP inh 3 and MEKK2mut PB1 HTS -13.
Screening CCc1c(C(=O)NCCc2cccc(C)c2)[nH]c(C)c1C(C)=O returned pCIP destab -7, UBC9 SUMO inh 26, MEKK3 PB1 HTS 107, IDE cell activ 3, IDE cell inh 0, MEKK2 WT-MEK5 108, NALP1 yeast inh 10, PfM18AAP inh -12 and MEKK2mut PB1 HTS 9.

Screens deposited in PubChem by several laboratories.

This is a subset; rates above refer to the full screens.
